HPDE-C7K KRASV12 – cytotoxicity in KRAS-transformed pancreatic duct cells, primary screen, cell-based, fluorescence, HTS (AID 431) | 63,000 tested, 1.7% active | HPDE-C7K KRASV12 cells, Alamar Blue viability, 48 h; higher % means a stronger effect | cytotoxicity, % at 10 µM, or EC50 in µM where a hit was titrated;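 active means compounds whose percent cytotoxicity in the single-dose primary screen, scaled between solvent and toxic-drug controls, exceeds 50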;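 further: 0% = DMSO solvent wells and 100% = doxorubicin-treated wells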
Spn MK inh – S. pneumoniae mevalonate kinase inhibition; AID 555; purified MK, PK/LDH-coupled NADH absorbance 340 nm; 65,000 tested, 0.48% active; inhibition, % at 10 µM;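 active means ranked among the strongest by inhibition in the single 10 µM screen, a fixed top-ranked set picked for dose follow-up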; further: no value below 0 was filed
Spn PMK inh – inhibitors of Streptococcus pneumoniae phosphomevalonate kinase; purified PMK, PK/LDH-coupled NADH absorbance 340 nm; inhibition, % at 10 µM; 65,000 tested, 0.49% active;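 active means top-ranked compounds by inhibition in the single 10 µM screen, taking a fixed number of the strongest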;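 further: 0% = full reaction with DMSO carrier and 100% = background rate without enzyme reaction; no value below 0 was filed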
HT1080 viability – cytotoxicity in HT1080 fibrosarcoma cells, cell-based, fluorescence readout (AID 620) | HT1080 viability, fluorescence; higher % means a stronger effect | one-dose cytotoxicity, % at 10 µM; EC50 in µM for titrated hits | 87,000 tested, 0.42% active;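 further: cells exposed to compound overnight then 4 h with Alamar Blue; 0% = vehicle DMSO and 100% = killing control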
Bfl-1 inhibitors – displacement of Bid BH3 peptide from Bfl-1 – biochemical, fluorescence polarization, FITC-Bid, mouse, primary screen (AID 432) | one-dose displacement, % at 20 µM; IC50 in µM for titrated hits | 64,000 tested, 0.02% active | FITC-Bid BH3 peptide fluorescence polarization displacement; higher % means a stronger effect; in the data active means a potency from the dose series; inactive means the rest, 99 in 100 with displacement below about 15%; further: strong numbers were not always called active
HPDE-C7 viability – cytotoxicity in HPDE-C7 cells, cell-based, fluorescence, HTS (AID 430). 63,000 tested, 1.8% active. cytotoxicity, % at 10 µM, or EC50 in µM where a hit was titrated. HPDE-C7 pancreatic duct cells viability, fluorescence; higher % means a stronger effect;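 further: cells exposed to compound for 48 hours before viability readout; 0% = vehicle and 100% = reference cytotoxic drug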
DPM-DC inhibit – S. pneumoniae DPM-DC inhibition. purified DPM-DC, PK/LDH coupled NADH fluorescence. 65,000 tested, 0.49% active. calls only at 10 µM;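 active means the 320 compounds with the highest percent inhibition in the single-dose primary screen, excluding strongly autofluorescent ones, cut at about 32% in these data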;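 further: kinetic rate of NADH fluorescence loss reporting ADP formed by the decarboxylase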
TNAP inhibition – inhibition of tissue-nonspecific alkaline phosphatase – biochemical, luminescent (AID 518) | purified TNAP enzyme, luminescent substrate readout; higher % means a stronger effect | one-dose inhibition, % at 20 µM; IC50 in µM for titrated hits | 64,000 tested, 0.09% active; in the data active means a potency from the dose series; inactive means the rest, 99 in 100 with inhibition below about 22%;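 further: plate controls were vehicle for no effect and reference inhibitor for full effect; many of its hits are not listed in these tables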
LYP phosphatase – inhibition of human PTPN22 tyrosine phosphatase – biochemical, DiFMUP fluorescence, recombinant catalytic domain, 10 µM, primary screen (AID 606). recombinant LYP catalytic domain, DiFMUP fluorescence; higher % means a stronger effect. one-dose inhibition, % at 10 µM; IC50 in µM for titrated hits. 52,000 tested, under 10 active;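 active means IC50 under 40 µM in the dose-response test; inactive means IC50 of 40 µM or more, or never dose-tested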
Spn PMK inh pilot replicates – further read-out of Spn PMK inh, marked with its call; inhibition, %; measured here: pilot screen replicates
Spn MK inh pilot replicates – second read-out of Spn MK inh, no call of its own (marks repeat the call); inhibition, %; measured here: pilot screen replicates
DPM-DC inhibit pilot screen % – second read-out of DPM-DC inhibit, no call of its own (marks repeat the call); inhibition, %; measured here: pilot screen trials
* marks the source's active call; other numbers are inactive results; i = inactive; x = no result given. Unless noted, no stated cut-off is given here; in the data, active means cytotoxicity above about 50%; inactive means the rest.

SMILES | HPDE-C7K KRASV12 | Spn MK inh | Spn PMK inh | HT1080 viability | Bfl-1 inhibitors | HPDE-C7 viability | DPM-DC inhibit | TNAP inhibition | LYP phosphatase | others
CN1CC=C2C(C#N)=C(N)C(C#N)(C#N)C(c3cccc(Cl)c3Cl)C2C1 (stereo not drawn) | 0% | 19 | 0 | 2% | x | -5% | i | 9% | 10% | Spn PMK inh pilot replicates=6.0;Spn MK inh pilot replicates=0.0;DPM-DC inhibit pilot screen %=5.5
COc1ccc2nc3sc(C(=O)NCc4cccs4)c(N)c3cc2c1 | 6% | 0 | 14 | 11% | -20% | 7% | i | 11% | x
O=C(Cn1nnc(-c2ccccc2-n2cnnn2)n1)c1ccccc1 | -1% | 0 | 23 | -1% | -3% | -1% | i | 5% | 4%
Cc1ccccc1C(=O)/C=C1\NC(=O)CS1 | 7% | 5 | 19 | 0% | -2% | -1% | i | 2% | 10%
CC(CN(C)Cc1ccccc1)OC(=O)c1cccs1 (stereo not drawn) | -13% | 0 | 14 | -2% | -11% | -5% | i | 12% | -14%
COc1ccc(O)c(-c2[nH]ncc2C(=O)c2ccccc2C)c1 | 3% | 10 | 1 | 23% | 5% | -8% | i | -11% | 17%
C=CCSc1nnc(-c2c[nH]c3ccccc23)n1CC | 2% | 7 | 8 | 7% | 0% | 1% | i | 13% | -3%
O=c1c2ccccc2nc2sc3ccccc3n12 | x | 2 | 2 | -6% | x | x | i | x | 6%
C/C(NCCN1CCOCC1)=C(\C#N)C(N)=O | -11% | 0 | 11 | 8% | -1% | -6% | i | 14% | 6%
O=C1c2cccnc2C(=O)N1Cc1ccccc1 | -5% | 7 | 13 | 3% | 0% | 8% | i | 2% | 9%
CCCCc1n[nH]c2c1/C(=N/O)CC(c1ccccc1)C2 (stereo not drawn) | -1% | 5 | 0 | -3% | -5% | -5% | i | 12% | x
Cc1nn(C)cc1CNC(=O)c1cnn2c(C(F)F)cc(C3CC3)nc12 | -2% | 9 | 0 | 1% | 3% | -2% | i | 10% | 7%
COc1nc(NC(C)=O)nc(C)c1Br | -3% | 9 | 0 | -8% | -1% | -7% | i | 1% | 2%
Cc1ccc(CNC(=O)CN2CCN(Cc3ccc(Cl)cc3)C2=O)cc1 | -8% | 1 | 7 | x | -8% | -3% | i | 8% | 4%
CC(=O)n1cc(C2C(=O)CCCC2=O)c2ccccc21 | -7% | 15 | 7 | 12% | 2% | 9% | i | 10% | 9%
Cc1ccc(-c2noc(CN(C(=O)CCCN3C(=O)c4ccccc4C3=O)C(C)C)n2)cc1 | x | 12 | 4 | -8% | x | x | i | x | x
COc1cc(OC)cc(C(=O)N2CCN(c3ncccn3)CC2)c1 | -9% | 8 | 13 | -8% | -10% | -2% | i | 9% | x
CC(=O)C1C(c2ccc(OC(F)F)cc2)NC(=O)NC1(O)C(F)(F)F (stereo not drawn) | 5% | 1 | 0 | 0% | -4% | 8% | i | 11% | 13%
CN1CCN(c2ccc(NC(=O)COc3ccc(Cl)cc3Cl)cc2)CC1 | 18% | 12 | 17 | 6% | -2% | 2% | i | 4% | 7%
CC1(C)CC(NC(=O)c2coc(=O)c(Br)c2)CC(C)(C)N1 | x | 13 | 7 | -1% | -4% | x | i | 14% | -4%
CC(C)(C)NC(=O)CSc1nnc(-c2ccco2)n1Cc1ccco1 | -21% | 11 | 14 | 15% | -5% | -16% | i | -1% | 1%
O=C(c1cc2ccccc2oc1=O)N1CCN(CCc2ccccc2)CC1 | 3% | 6 | 0 | 7% | 6% | -8% | i | 6% | -5%
Cc1occc1-c1nnc(SCC(=O)Nc2ccccc2)n1Cc1ccccc1 | -22% | 0 | 15 | -2% | -1% | -1% | i | 8% | 5%
Cc1ccc2[nH]c(=O)c(C(c3nnnn3C3CCCC3)N(Cc3cccnc3)Cc3ccco3)cc2c1 (stereo not drawn) | 9% | 2 | 9 | -7% | -4% | 4% | i | 12% | 1%
N#Cc1nc(N2CCCC2)nc(N2CCCC2)n1 | 5% | 0 | 0 | -8% | -3% | 13% | i | 18% | 12%

Arranged by molecular weight (rising): part of the list above.
SMILES | HPDE-C7K KRASV12 | Spn MK inh | Spn PMK inh | HT1080 viability | Bfl-1 inhibitors | HPDE-C7 viability | DPM-DC inhibit | TNAP inhibition | LYP phosphatase | others
Cc1ccccc1C(=O)/C=C1\NC(=O)CS1 | 7% | 5 | 19 | 0% | -2% | -1% | i | 2% | 10%
COc1ccc(O)c(-c2[nH]ncc2C(=O)c2ccccc2C)c1 | 3% | 10 | 1 | 23% | 5% | -8% | i | -11% | 17%
CC(=O)C1C(c2ccc(OC(F)F)cc2)NC(=O)NC1(O)C(F)(F)F (stereo not drawn) | 5% | 1 | 0 | 0% | -4% | 8% | i | 11% | 13%

(cont.)
SMILES | HPDE-C7K KRASV12 | Spn MK inh | Spn PMK inh | HT1080 viability | Bfl-1 inhibitors | HPDE-C7 viability | DPM-DC inhibit | TNAP inhibition | LYP phosphatase | others
CC(=O)c1sc(N2C(=O)c3oc4ccccc4c(=O)c3C2c2ccc(C)o2)nc1C (stereo not drawn) | -5% | 6 | 3 | -5% | 5% | -7% | i | 6% | 14%
Cc1nn(Cc2ccccc2)c(Cl)c1C(=O)OC1CCOC1=O (stereo not drawn) | 5% | 0 | 7 | 29% | -1% | 6% | i | 12% | 17%
Cc1cccc(Cc2c(C)nc3c(C(=O)NCc4ccco4)cnn3c2C)c1 | 3% | 1 | 13 | -6% | 0% | -17% | i | 3% | 17%
CCN1C(=O)CS/C1=N\c1nccs1 | -5% | 7 | 9 | 12% | -1% | -5% | i | 5% | x
N#CCSc1nnc(CNc2cccc(Cl)c2)o1 | -3% | 7 | 6 | -2% | -6% | 1% | i | 7% | -3%
O=c1cc(CN2CCc3ccccc32)nc2sccn12 | 7% | 7 | 0 | -3% | 3% | -1% | i | -1% | 6%
COc1ccc(CCN(Cc2cccs2)S(=O)(=O)c2ccc(-n3cnnn3)cc2)cc1OC | 8% | 5 | 9 | -9% | 2% | 11% | i | 7% | 1%
O=S(=O)(CCn1cccc1)CCn1cccc1 | 0% | 1 | 8 | 4% | -5% | -7% | i | 7% | 9%
CCCNS(=O)(=O)c1ccc(CCC(=O)N2CCCCC2)cc1 | 4% | 9 | 9 | 5% | -4% | -13% | i | 0% | x
COCCn1c(=O)[nH]c2cc(C(=O)NCCN3CCN(c4ccc(OC)cc4)CC3)ccc2c1=O | 1% | 8 | 14 | 36% | 2% | -2% | i | -3% | 7%
O=S(=O)(CCSc1nc2ccccc2o1)Cc1ccccc1 | 2% | 8 | 11 | 0% | -3% | -1% | i | 10% | -2%
CCCCn1c(=O)cc(N2CCOCC2)[nH]c1=O | 5% | 9 | 0 | -5% | 2% | -12% | i | 8% | x
CCOC(=O)c1cc2cc(F)ccc2nc1C | -5% | 5 | 4 | 8% | -2% | -10% | i | 10% | -2% | Spn PMK inh pilot replicates=3.0;Spn MK inh pilot replicates=0.0;DPM-DC inhibit pilot screen %=4.0
COc1ccc(-c2c3c(=O)n(C)c(=O)n(C)c3cn2-c2ccccc2)cc1 | 8% | 8 | 16 | 9% | 6% | -6% | x | 8% | -5%
Cc1ccccc1C(=O)N1CCC(C(=O)Nc2cccc(F)c2)CC1 | 3% | 4 | 3 | 3% | -4% | -10% | i | -4% | 14%
COc1cccc(Cn2c(C3CC3)nc3ccc(NC(=O)c4ccco4)cc3c2=O)c1 | 0% | 0 | 13 | 0% | 7% | 0% | i | 10% | x
CCOC(=O)N1CCN(CC(=O)n2c(C)c(C)c3ccccc32)CC1 | 4% | 8 | 11 | 0% | 5% | 7% | i | 4% | 14%
Cc1[nH]nc2c1C(c1cn[nH]c1-c1ccc(F)cc1)C(C#N)=C(N)O2 (stereo not drawn) | 7% | 0 | 12 | 4% | 7% | 5% | i | 13% | 9%
COc1ccc(OC)c(-c2cc(C(=O)N3CCc4ccccc4C3)no2)c1 | 4% | 0 | 15 | 4% | 10% | 7% | i | 10% | 19%
CN(C)CCNc1oc(COc2ccc(Cl)cc2)nc1C#N | -20% | 5 | 0 | 5% | -16% | -12% | i | 5% | 5%
O=C1CC(c2cccc(Br)c2)C2=C(CCCC2=O)N1 (stereo not drawn) | -4% | 0 | 13 | 0% | 0% | -11% | i | 7% | x
COc1cc(OC)cc(-n2nc(C(=O)NCCCN3CCOCC3)c3ccccc3c2=O)c1 | 5% | 0 | 0 | -2% | -3% | -11% | i | 8% | -2%
O=P(c1ccccc1)(c1ccccc1)C(O)c1ccco1 (stereo not drawn) | 3% | 7 | 0 | x | 2% | -6% | i | 2% | 7%
Cc1cccc(-c2nsc(SCC(=O)NCc3ccco3)n2)c1 | 5% | 3 | 6 | -6% | 0% | 2% | i | 10% | x
CCC(=O)N(Cc1ccc(S(N)(=O)=O)cc1)C1CC(=O)N(c2ccc(OC)cc2)C1=O (stereo not drawn) | -21% | 1 | 0 | 0% | 4% | -27% | i | 6% | 9%

Grouped by structure, the compounds so far with bromine.
SMILES | HPDE-C7K KRASV12 | Spn MK inh | Spn PMK inh | HT1080 viability | Bfl-1 inhibitors | HPDE-C7 viability | DPM-DC inhibit | TNAP inhibition | LYP phosphatase | others
COc1nc(NC(C)=O)nc(C)c1Br | -3% | 9 | 0 | -8% | -1% | -7% | i | 1% | 2%
CC1(C)CC(NC(=O)c2coc(=O)c(Br)c2)CC(C)(C)N1 | x | 13 | 7 | -1% | -4% | x | i | 14% | -4%
O=C1CC(c2cccc(Br)c2)C2=C(CCCC2=O)N1 (stereo not drawn) | -4% | 0 | 13 | 0% | 0% | -11% | i | 7% | x

Continuation.
SMILES | HPDE-C7K KRASV12 | Spn MK inh | Spn PMK inh | HT1080 viability | Bfl-1 inhibitors | HPDE-C7 viability | DPM-DC inhibit | TNAP inhibition | LYP phosphatase | others
O=C(Nc1ccccc1N1CCN(C(=O)c2ccc(Cl)cc2)CC1)c1cc2ccccc2o1 | 13% | 9 | 3 | 2% | -1% | -3% | i | 11% | x | Spn PMK inh pilot replicates=0.0;Spn MK inh pilot replicates=1.0;DPM-DC inhibit pilot screen %=0.0
CCOc1ccc2[nH]c(=O)c(CN(Cc3ccco3)C(CC)c3nnnn3Cc3ccccc3)cc2c1 (stereo not drawn) | -3% | 7 | 8 | 5% | 3% | -12% | i | 15% | 2%
CCOC(=O)C1=C(C)NC(SCC(=O)Nc2nc(C)cs2)=C(C#N)C1c1cccs1 (stereo not drawn) | 93%* | 7 | 0 | 6% | 6% | 79%* | i | 7% | 4%
Cn1nnc(NC(=O)C(c2ccccc2)c2ccccc2)n1 | -8% | 4 | 7 | -4% | -8% | 6% | i | 8% | x
COc1cccc(-c2nc(N3CCCCC3C)c3ccccc3n2)c1O (stereo not drawn) | 63%* | 4 | 3 | -38% | -6% | 53%* | i | 16% | -2%
C=CCn1c(O)c(C2=c3ccccc3=NC2=O)sc1=Nc1ccc(O)cc1 | 117%* | 6 | 4 | -14% | 3% | 111%* | i | 22% | -1%
Cc1occc1-c1nnc(SCC(=O)Nc2ccc(F)cc2)n1Cc1ccccc1 | -12% | 10 | 7 | -3% | -3% | -2% | i | 7% | 5%
